Bioassay records as filed in PubChem BioAssay.
ATXN2 expr inh: reduces ATXN2 reporter expression in HEK-293 cells. HEK-293 ATXN2-luciferase reporter, luminescence, 24 h. Potency, µM (series often up to 57 µM), inactives show at the highest dose activity change, negative = inhibition, actives largely listed as inhibitors. 0.72% of 360,000 active. AID 1745845; also: potency is read from the fitted curve at half-maximal effect; % is scaled to controls: 0 for no effect and ±100 for the full control effect; nearly all actives have a fitted effect of over 55% in size
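qHTS (up to 57 uM final) was run with 24 h compound exposure of reporter cells at 37 °C. Each well was multiplexed: SteadyGlo luminescence measured ATXN2-luciferase expression after a fluorogenic Gly-Phe-AFC viability readout (25 uM final).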
TGFb inhibitor: inhibitors of TGF-b signaling | AID 588855 | 1.2% of 410,000 active | HepG2 CAGA-GFP TGF-b/SMAD3 reporter, GFP fluorescence, 18 h; TGF-beta stimulated, 500 pg/mL final | Potency, µM (series often up to 46.1 µM), for the others: at the highest dose activity, negative = inhibition, usual class: inhibitors; also: potency is read from the fitted curve at half-maximal effect; % is scaled to controls: 0 for no effect and ±100 for the full control effect; nearly all actives have a fitted effect of over 65% in size
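Inhibition was scored as loss of TGF-beta-induced (500 pg/mL final, 18 hours, 37 degrees C) GFP in HEPG2 cells carrying a CAGA-GFP reporter, in DMEM with 1% FBS. Well GFP was summed per cell; Activity was normalised to unstimulated and stimulated DMSO wells, then concentration-response fitting.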
A549 tox: A549 cytotoxicity, counter-screen for Nrf2 inhibitors | A549 ARE-Fluc cells, CellTiter-Fluor viability, 18-24 h | Potency, µM (highest dose often 46 µM), inactives show top-dose activity change, negative = cytotoxicity, most hits filed as inhibitors | 0.16% of 390,000 active | AID 504648; also: potency is read from the fitted curve at half-maximal effect; % is scaled to controls: 0 for no effect and ±100 for the full control effect
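Cytotoxicity counterscreen: CellTiter-Fluor fluorescence was measured in A549 ARE_Fluc cells after 18-24 h of compound exposure in a concentration series. The subsequent BugLite luminescent read reports ARE-luciferase activity.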
IL-1B inflam inh: inhibitors of inflammasome signaling (IL-1 beta secretion). THP-1 LPS/ATP IL-1B secretion, AlphaLISA, 16 h; hits give low values. activity change, % at 57.5 µM. 4.7% of 360,000 active. AID 743279; in the data active = activity change below about -50%; inconclusive = mostly about -30% to -49%; also: % is scaled to controls: 0 for no effect and ±100 for the full control effect
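THP-1 cells pretreated 1 hr with compounds (up to 57.5 uM final), then stimulated with LPS (250 ng/mL final) plus ATP (1.25 mM final); secreted IL-1B measured by AlphaLISA after 16 hr, decreased signal indicating inhibition.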
S2 tox: cell viability loss in ATXN counter-screen; 0.49% of 400,000 active; S2 cells (HEK-293 line with an ATXN2-luciferase reporter) viability, CellTiter-Fluor protease fluorescence, 24 h; Potency, µM (series often up to 56.7 µM), usual class: cytotoxic; also: potency is read from the fitted curve at half-maximal effect; nearly all actives have a fitted effect of over 40% in size
MCF10A rereplic: DNA re-replication induction in MCF 10a cells | MCF 10A DNA re-replication, Hoechst nuclear intensity, 48 h | 2.9% of 350,000 active | Potency, µM (highest dose often 46.1 µM), for the others: at the highest dose activity, positive = re-replication, hits mostly activators; also: potency is read from the fitted curve at half-maximal effect; % of control where 0% means no effect; nearly all actives have a fitted effect of over 50% in size
Nrf2 ARE act: Nrf2 pathway activation. AREc32 ARE-luciferase reporter (MCF7-derived line), luminescence, 24 h. Potency, µM (titrated, usually from 46.1 µM), for inactives: at the highest dose activation, usual class: activators. 0.31% of 410,000 active. AID 624171; also: potency is read from the fitted curve at half-maximal effect; % of control where 0% means no effect; nearly all actives have a fitted effect of over 65% in size
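Nrf2 activation is followed as ARE-luciferase induction in the AREc32 line after one day of compound treatment; luminescence is read with Steady-Glo.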
HepG2 tox: kills HepG2 cells in TGF-b inhibitor counter-screen. 0.76% of 410,000 active. Potency, µM (series often up to 46.1 µM), inactives show top-dose activity change, negative = cytotoxicity, usual class: cytotoxic. HepG2 CAGA-GFP viability, ATP luminescence, 18 h; also: potency is read from the fitted curve at half-maximal effect; some results filed as inactive show a strong effect at the top dose
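HepG2 CAGA-GFP cells (1000/well, DMEM with 1% FBS) received compound, then TGF-beta at 500 pg/mL final, and were incubated 18 hours at 37 degrees C. Viability was read by CellTiter-Glo luminescence. Media-only wells were set as complete cell-killing and DMSO as no toxicity.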
Nrf2 block: blocks Nrf2 signaling | 2.1% of 360,000 active | Potency, µM (doses to about 46 µM), without a hit: at the highest dose activity change, negative = inhibition, actives largely listed as inhibitors | A549 ARE-Fluc reporter, luciferase luminescence, 18-24 h | AID 504444; also: potency is read from the fitted curve at half-maximal effect; % is scaled to controls: 0 for no effect and ±100 for the full control effect; nearly all actives have a fitted effect of over 60% in size
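In this cell-based qHTS, ARE-driven firefly luciferase in A549 cells reports Nrf2 activity; the luminescent signal after BugLite lysis is the measured value, with a prior CellTiter-Fluor read for cell health.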
* = called active by the depositor; i = inactive; ? = inconclusive; . = no result given; & = joins results of further samples; [ ] = dose if it differs, or a comment. Unless noted, calls follow the shape of the dose curve; as a rule, active = well fitted curve in the direction sought with a large enough effect; inconclusive = small, poorly fitted or top-dose-only effect, or another doubt; inactive = no such curve, though single readings can be large; an effect the other way counts as inactive or inconclusive. No enrichment for hits; 8.8% or so of the library scored in one or more.

Results follow in this order: ATXN2 expr inh, TGFb inhibitor, A549 tox, IL-1B inflam inh, S2 tox, MCF10A rereplic, Nrf2 ARE act, HepG2 tox, Nrf2 block
> COc1ccc(C2=NN(C(=O)CSc3cn(C)c4ccccc34)C(c3ccc(OC)cc3)C2)cc1 (stereo not given)
  -8%, -11%, -18%, ?, i, 0%, -0.4%, -19%, ?
> Cc1cc(NS(=O)(=O)c2ccccc2)n(-c2ccccc2)n1
  -8%, -8%, -2%, 46, i, 0%, 0.0%, 0%, 12%
> COc1ccc2oc(C(=O)OCC(=O)Nc3ccccc3OC)c(C)c2c1
  -14%, 1%, 0%, 18, ?, 11%, 0.6%, -4%, -11%
> CC(C)Oc1ccc(C(CC(=O)O)NC(=O)Cc2ccccc2)cc1 (stereo not given)
  6%, 2%, -4%, 12, i, -9%, -0.9%, 0%, -5%
> C=CCn1cnnc1SCC(=O)NCC1COc2ccccc2O1 (stereo not given)
  5%, -7%, -1%, -6, i, -1%, 1.9%, -14%, 14%
> COc1ccc(CN2CNc3nc4ccccc4n3C2)cc1
  ., 3%, 4%, -1, ., 1%, 0.3%, 5%, 19%
> CC(C)(C)c1ccc(C(=O)N/C(=C\c2cccs2)C(=O)NCc2ccco2)cc1
  7%, 0%, -15%, -1, i, 11%, 2.7%, -16%, ?
> CCC(C)C(=O)Nc1nccs1 (stereo not given)
  -14%, 0%, -4%, 15, i, 2%, 3.0%, -28%, -11%
> CS(=O)(=O)N1CCCC(C(=O)NCc2cccs2)C1 (stereo not given)
  -8%, 39%[activator], -3%, -7, i, -7%, 0.0%, 3%, 11%
> CCN(CCO)c1ncnc2c1sc1nc(C(C)C)c3c(c12)CC(C)(C)OC3
  3%, 8%, 0%, 2, i, ?, 2.3%, -12%, -15%
> CCn1cc(C(=O)O)c(=O)c2cc(F)c(N3CCN(C(=S)NC(=O)c4ccccc4Cl)CC3)cc21
  3%, 0%, 0%, 8, i, 1%, -0.1%, 0%, -9%
> O=C(Nc1cccc(O)c1)C1CC(c2ccc(Cl)cc2)=NO1 (stereo not given)
  -23%, -3%, 2%, 4, i, 7%, 0.2%, 2%, 20%
> O=C(NNc1cccc([N+](=O)[O-])c1)/C(=C\c1cccnc1)NC(=O)c1ccccc1
  ., -10%, -4%, -3, i, -1%, 2.2%, -1%, ?
> CN(C(=O)NC1CC(=O)N(c2ccc3c(c2)OCCO3)C1)c1ccccc1 (stereo not given)
  -3%, 16%, 10%, -2, i, 1%, 2.2%, -2%, 11%
> O=C(NC(=S)Nc1ccc(S(=O)(=O)Nc2nccs2)cc1)c1cccc(F)c1
  7%, -28%, -13%, 6, ?, -1%, -0.2%, 0%, 6%
> O=C(NC1CCCCNC1=O)c1ccc(Cl)cc1 (stereo not given)
  23%, 7%, -1%, 7, i, 1%, 0.2%, 0%, .
> COc1ccccc1-n1cnc2cc(C(=O)NCc3ccco3)ccc21
  -5%, 11%, -1%, -21, i, 0%, 5.8%, -1%, 3%
> COc1ccccc1CCNC(=O)CSc1nnc2ccc(-c3cccnc3)nn12
  13%, -1%, 6%, 0, i, -1%, -0.4%, 6%, 12%
> O=C(Nc1sc2c(c1C(=O)O)CCCC2)c1ccccc1Cl
  -17%, 0%, -10%, 10, i, -9%, -0.7%[9.22 µM], -5%, -27%
> CCOC(=O)N(C)C[C@H]1OCc2cn(nn2)CCCC(=O)N([C@H](C)CO)C[C@@H]1C
  0%, 17%, ., 15, i, ., 0.2%, -2%, .
> COc1ccccc1/C=C/C=N/n1c(-c2ccc(Cl)cc2Cl)n[nH]c1=S
  -22%, -15%, 2%, 0, i, ?, 0.0%, -9%, -9%
> CCC(=O)Nc1ccc(NC(=O)c2ccccc2)nc1
  ., 5%, -1%, -11, i, 4%, -1.8%, -12%, ?
> COc1ccc(C(=O)N2CCCC(c3nc(-c4cccs4)no3)C2)cc1OC (stereo not given)
  -6%, 0%, -1%, 7, i, 5%, -0.3%, -5%, -20%
> COCCN(C(=O)c1ccccc1Oc1ccccc1)c1c(N)n(CC(C)C)c(=O)[nH]c1=O
  5%, 16%, 1%, 5, i, 5%, 0.1%, 13%, 18%
> COc1ccc(C(C(=O)NCc2ccccc2)N(C(=O)c2snc(C(N)=O)c2N)C2CCCC2)cc1 (stereo not given)
  -10%, ?, -10%, -5, i, 2%, 3.2%, 3%, 1%
> O=C1NC2(CCSC2)C(=O)N1CC(=O)N(Cc1ccccc1)C1CCS(=O)(=O)C1 (stereo not given)
  2%, 6%, -4%, 8, i, -2%, -0.4%, 8%, -9%
> NS(=O)(=O)c1ccc(CCNS(=O)(=O)Cc2ccc(Cl)cc2)cc1
  3%, 1%, 0%, 19, i, 3%, 0.0%, -17%, ?
> Cc1ccc(C(=O)Nc2ncccc2C)cc1S(=O)(=O)N1CCCCC1
  9%, 0%, 0%, 4, i, 0%, 1.8%, -15%, -7%
> CC(=O)N1CCOc2ccc(S(=O)(=O)N(C)c3ccc(C)cc3)cc21
  -3%, 10%, 9%, 22, i, -3%, 0.1%, -10%, 4%
> O=C(COC(=O)COc1ccccc1[N+](=O)[O-])Nc1ccccc1Br
  -11%, 5%, 2%, 11, i, 0%, -0.4%, -2%, 4%

Taken from above:
COc1ccccc1/C=C/C=N/n1c(-c2ccc(Cl)cc2Cl)n[nH]c1=S in Nrf2 block = -9%
COc1ccc2oc(C(=O)OCC(=O)Nc3ccccc3OC)c(C)c2c1 in Nrf2 block = -11%
Cc1cc(NS(=O)(=O)c2ccccc2)n(-c2ccccc2)n1 in Nrf2 ARE act = 0.0%
O=C(NC(=S)Nc1ccc(S(=O)(=O)Nc2nccs2)cc1)c1cccc(F)c1 in MCF10A rereplic = -1%

3 compounds already listed, sorted by length of the SMILES, descending:
Results follow in this order: ATXN2 expr inh, TGFb inhibitor, A549 tox, IL-1B inflam inh, S2 tox, MCF10A rereplic, Nrf2 ARE act, HepG2 tox, Nrf2 block
> CN(C(=O)NC1CC(=O)N(c2ccc3c(c2)OCCO3)C1)c1ccccc1 (stereo not given)
  -3%, 16%, 10%, -2, i, 1%, 2.2%, -2%, 11%
> O=C(COC(=O)COc1ccccc1[N+](=O)[O-])Nc1ccccc1Br
  -11%, 5%, 2%, 11, i, 0%, -0.4%, -2%, 4%
> O=C(NC1CCCCNC1=O)c1ccc(Cl)cc1 (stereo not given)
  23%, 7%, -1%, 7, i, 1%, 0.2%, 0%, .

Other results
Results follow in this order: ATXN2 expr inh, TGFb inhibitor, A549 tox, IL-1B inflam inh, S2 tox, MCF10A rereplic, Nrf2 ARE act, HepG2 tox, Nrf2 block
> O=C(CCN1CCc2ccccc2C(O)(c2ccccc2)C1)c1ccc2c(c1)OCCO2 (stereo not given)
  ?, ?, -10%, -101*, ., 6.5µM*, 7.4%, -110%, 9%
> CCn1ccnc1CN(C)C(=O)C1CCC(=O)N(Cc2cccc(F)c2)C1 (stereo not given)
  -5%, 0%, -1%, 11, i, 6%, -0.5%, -6%, 3%
> O=C(Nc1ccc(OCCO)cc1)c1csc([C@@H]2O[C@H](CO)[C@H](O)[C@H](O)[C@H]2O)n1
  9%, 2%, ., 50, i, ., -0.7%, 5%, .
> COc1cccc(/C=N/NC(=O)CCC(=O)Nc2ccc(Br)cc2)c1
  ., -4%, -2%, -3, i, 0%, -0.8%, -15%, 0%
> CN(C)S(=O)(=O)c1ccc(C(=O)Nc2nnc(-c3cccs3)o2)cc1
  ., -13%, -4%, 22, ?, ?, 0.7%, -32%, ?
> Cc1ccc(NC(=O)/C(C#N)=C/c2ccccc2Cl)cc1C
  9%, -9%, 8%, ., i, ., 5.5%, -44%, 0%
> COc1cccc(CC(=O)N(CCC2=CCCCC2)c2c(N)n(Cc3ccccc3)c(=O)[nH]c2=O)c1
  -8%, -17%, 1%, 13, ?, 0%, 0.0%, 2%, 14%
> Cc1cc(C)c(N(C(=O)c2csnn2)C(C(=O)NC2CCCC2)c2ccncc2)c(C)c1 (stereo not given)
  50%[activator], ?, -4%, 14, i, -1%, 0.2%, -3%, 13%
> COc1ccc(C(=O)NNC(=S)NC(=O)/C=C/c2cccs2)cc1
  -14%, 3%, -2%, 11, i, 0%, -0.4%[9.22 µM], -3%, -9%
> CC1=C(C(=O)N2CCOCC2)CC(CC(=O)NCCc2ccccn2)C(=O)N1Cc1ccc(C(C)(C)C)cc1 (stereo not given)
  8%, 2%, ., 26, i, ., -0.1%, 3%, .
> COC(=O)c1c(NC(=O)c2ccco2)sc(C(=O)N(C)C)c1C
  7%, -7%, 0%, 7, i, 0%, 13µM*, 4%, 0%
> O=c1nc(N2CCOCC2)nc(N/N=C/c2ccc3c(c2)OCO3)[nH]1
  -1%, 11%, 1%, 0, i, -2%, 1.9%, -20%, 1%
> O=S1(=O)CCOC[C@H](CC2CCCCC2)N1Cc1ccccc1F
  -10%, ?, 2%, -16, ?, ?, 0.7%, -13%&-6%, -22%
> Nc1c(-c2ccccc2)cnn1-c1ccc(C(=O)O)cc1
  -34%, 20%, 10%, -12, i, -2%, -2.1%, -9%, .
> CCN(CC)S(=O)(=O)c1ccc(C(=O)NCC2(N3CCOCC3)CCCCC2)cc1
  7%, -1%, 2%, 0, i, 15%, -1.5%, -13%, 3%
> COc1ccc(-c2[nH]ncc2CN2CCC(OCc3ccccc3)CC2)c(F)c1
  -32%, 0%, 1%, 0, i, 5%, 1.4%, -11%, ?

Shown as a hit in Nrf2 ARE act, of those listed so far:
Molecule | IL-1B inflam inh | Nrf2 ARE act | Nrf2 block
COC(=O)c1c(NC(=O)c2ccco2)sc(C(=O)N(C)C)c1C | 7 | 13µM* | 0%
